Screening data from PubChem.
miR122 inh: miR-122 inhibition in Huh7 cells; AID 602342; Huh7 miR-122 Renilla luciferase sensor, 48 h; neutral wells = 0, positive control = 100; actives 0.3% (n = 340,000); activation (reporter increase), % at 12.5 µM;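 active = mean replicate activation score at least 90 and every replicate individually at or above 90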;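 note: higher luciferase means less miR-122 activity so hits act as miR-122 inhibitors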
ARNT-TACC3 inh: disruptors of human ARNT/TACC3 interaction; Q9Y6A5; AlphaScreen His-ARNT PAS-B/GST-TACC3 binding, luminescence; TACC3 fragment carries E629A point mutation; inhibition, % at 9.99 µM; actives 0.66% (n = 390,000); AID 623870;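 active = mean inhibition of replicates at least 50% and at least half of replicates each reaching 50%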;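 note: 0% = complete ARNT plus TACC3 wells and 100% = ARNT alone without TACC3; many hits fall short of the cut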
C2C12 statin: suppression of simvastatin myotoxicity; actives 0.78% (n = 330,000); C2C12 myotubes + simvastatin, ATP luminescence, 48 h; scaled: DMSO 0, geranylgeraniol control 100; rescue of ATP level, % at 7.49 µM; AID 602340;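 active = mean ATP rescue above about 67%, or every replicate alone reaching that limit, limit read from the data, passing the limit was not always enough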;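 note: myotubes were challenged with 10 µM simvastatin during compound exposure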
Cneo AK release: causes C. neoformans cell lysis. actives 0.2% (n = 360,000). lysis activity, % at 15 µM. adenylate kinase release luminescence, 4 h; normalised: neutral wells 0, clomiphene wells 100;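 active = mean lysis activity across replicates of at least 80%, whatever share of replicates individually reach that level; inactive = mean lysis activity below 80%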
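Test system: log-phase Cryptococcus neoformans yeast cells; Quantity: yeast cell density of 5 × 10^6 cells/mL; Buffer or medium: YPD; Doses: single compound concentration per well; Timing: 4 h at 37 °C static, read 1 h later; Measured by: AK luminescence; Read-out basis: lysis from increased AK signal; Control set: Clomiphene as positive control.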
SIRT5 block: blocks human SIRT5 desuccinylation of peptide; Q9NXA8; Purified SirT5, succinyl-peptide AMC, trypsin-coupled fluorescence; inhibition, % at 15 µM; actives 1.1% (n = 330,000); AID 652115; in the data active = inhibition above about 15%
Target sequence (Q9NXA8 whole entry, looked up): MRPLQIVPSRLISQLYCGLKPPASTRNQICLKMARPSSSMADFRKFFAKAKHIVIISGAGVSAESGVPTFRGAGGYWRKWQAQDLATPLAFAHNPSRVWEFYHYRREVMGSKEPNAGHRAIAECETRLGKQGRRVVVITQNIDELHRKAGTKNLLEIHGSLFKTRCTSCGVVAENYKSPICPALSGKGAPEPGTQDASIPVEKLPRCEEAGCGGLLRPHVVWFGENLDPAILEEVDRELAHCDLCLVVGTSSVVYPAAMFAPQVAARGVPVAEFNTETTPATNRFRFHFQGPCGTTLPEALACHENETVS
esBAF inh: inhibitors of esBAF chromatin remodeling in mouse ES cells; Bmi1-luciferase knock-in reporter, 24 h; 100% = twice the neutral-well signal; reporter increase, % at 12.5 µM; actives 2% (n = 350,000); AID 602393; in the data active = activation above about 40%;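 note: 0% = median of the plate's neutral control wells and 100% = double that signal; a rise in the Bmi1 reporter signal indicates esBAF inhibition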
ERp5 inh: ERp5 (human) disulfide isomerase inhibition | Q15084 | ERp5 insulin aggregation, absorbance 650 nm, 90 min | inhibition, % at 9.99 µM | actives 0.05% (n = 350,000);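 active = mean replicate inhibition above about 25%, with every replicate also reaching it, limit read from the data, passing the limit was not always enough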
Target sequence (Q15084 whole entry, looked up): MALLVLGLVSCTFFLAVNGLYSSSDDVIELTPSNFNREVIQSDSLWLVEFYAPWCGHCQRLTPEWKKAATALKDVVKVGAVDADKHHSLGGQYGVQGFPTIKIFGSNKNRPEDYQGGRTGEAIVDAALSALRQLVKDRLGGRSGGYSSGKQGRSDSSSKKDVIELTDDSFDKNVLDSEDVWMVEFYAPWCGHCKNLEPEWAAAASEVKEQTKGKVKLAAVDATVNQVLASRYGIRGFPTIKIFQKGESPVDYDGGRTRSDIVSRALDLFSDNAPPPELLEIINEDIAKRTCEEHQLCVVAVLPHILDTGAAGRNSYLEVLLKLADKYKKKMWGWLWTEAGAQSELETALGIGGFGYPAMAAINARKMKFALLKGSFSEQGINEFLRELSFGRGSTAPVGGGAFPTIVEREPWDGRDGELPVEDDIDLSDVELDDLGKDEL
* = called active by the depositor; & = joins results of further samples; [ ] = dose if it differs, or a comment.

Screening O=C(C1CCCCC1)N1C[C@@H](O)[C@H](n2cc(-c3ccc(F)cc3)nn2)C[C@@H]1c1ccccc1 returned miR122 inh 29, C2C12 statin 23, SIRT5 block 28*, esBAF inh 0 and ERp5 inh 4.
For O=C(c1ccc(OCC2CCCO2)cc1)N1CCN(S(=O)(=O)c2cccc(F)c2)CC1 (stereo not drawn) the results were miR122 inh -3, ARNT-TACC3 inh -11, C2C12 statin 10, Cneo AK release 5, SIRT5 block -2, esBAF inh -3 and ERp5 inh 1.
For COc1cccc2cc(C(=O)OC3CCN(C)CC3)c(=O)oc12 the results were miR122 inh -4, ARNT-TACC3 inh 1, C2C12 statin -8, Cneo AK release -2, SIRT5 block -3, esBAF inh 1 and ERp5 inh 4.
For Cc1cc(Nc2ccc(F)c(Cl)c2)n2ncnc2n1 the results were miR122 inh -4, ARNT-TACC3 inh 5, C2C12 statin -1, Cneo AK release -2, SIRT5 block 13, esBAF inh 1 and ERp5 inh 2.
Screening Cc1cccc(-c2ccc([C@@H]3[C@H](CO)N4CCCCN(S(=O)(=O)c5cccs5)C[C@@H]34)cc2)c1 returned miR122 inh -4[16.7 µM], ARNT-TACC3 inh -2, Cneo AK release 2, SIRT5 block 7 and ERp5 inh -1.
Screening O=C(Nc1ccc2c(c1)OCO2)N[C@@H]1CC[C@H](CCNC(=O)C2CCOCC2)O[C@@H]1CO returned ARNT-TACC3 inh 10, C2C12 statin -1, Cneo AK release 7, SIRT5 block 3, esBAF inh -1 and ERp5 inh -1.
Screening Cc1ccc2[nH]c3c(c2c1)CN(C(=O)CN1CCN(c2ccccn2)CC1)CC3 returned miR122 inh -6, ARNT-TACC3 inh 9, C2C12 statin 6, Cneo AK release -1 and esBAF inh 4.
`Cc1ccc(S(=O)(=O)N(C)C[C@@H]2Oc3c(NC(=O)Nc4ccc5c(c4)OCO5)cccc3C(=O)N([C@@H](C)CO)C[C@H]2C)cc1` gave miR122 inh -5[16.7 µM], ARNT-TACC3 inh -22, C2C12 statin 5, Cneo AK release 0, SIRT5 block 10, esBAF inh 2 and ERp5 inh -3.
CO[C@@H]1CN(C)C(=O)c2cc(NC(C)=O)ccc2OC[C@H](C)N(C(=O)CC2CC2)C[C@@H]1C was read as miR122 inh 4[16.7 µM], ARNT-TACC3 inh -4, C2C12 statin -11, Cneo AK release 0, SIRT5 block 0, esBAF inh 2 and ERp5 inh 2.
`CCC(C)(C)C1CCC(=NNC(=O)c2ccoc2C)CC1` (stereo not drawn) gave miR122 inh 0, ARNT-TACC3 inh 3, C2C12 statin 1, Cneo AK release 2 and esBAF inh 20.
Cc1cccc(C(=O)N2CCCC(CCC(=O)N3CCN(c4ccccn4)CC3)C2)c1 (stereo not drawn) was read as ARNT-TACC3 inh -3, Cneo AK release 8, SIRT5 block 0 and ERp5 inh -3.
Screening C[C@H](NC(=O)c1ncn2c1C(=O)NC[C@@H]2C)C(=O)OC(C)(C)C returned miR122 inh -2, C2C12 statin 2, SIRT5 block -3, esBAF inh -3 and ERp5 inh 9.
O=C(C[C@H]1CC[C@@H](NS(=O)(=O)c2ccc(F)cc2)[C@@H](CO)O1)N1CCc2ccccc2C1 was read as ARNT-TACC3 inh 1, C2C12 statin 1, Cneo AK release 2, SIRT5 block 0, esBAF inh -2 and ERp5 inh -8.
Screening CC[C@@H](C)[C@@H]1CN([C@@H](C)CN2CCC[C@H]2CN2C(N)=NC[C@H]2C(C)C)C(=N)N1CCc1ccc(Cl)c(Cl)c1 returned miR122 inh 1, ARNT-TACC3 inh 10, C2C12 statin -4, Cneo AK release 4, SIRT5 block -2, esBAF inh 6 and ERp5 inh 7.
Screening CCOc1ccccc1CNC(=O)CCCC(=O)n1nc(C)c2ccccc21 returned miR122 inh -3, ARNT-TACC3 inh -4, C2C12 statin -16, Cneo AK release 1, SIRT5 block -5, esBAF inh -3 and ERp5 inh 5.
For O=C(O)c1cc(N=Nc2c(O)[nH]c3ccc([N+](=O)[O-])cc23)ccc1Cl the results were ARNT-TACC3 inh 1, SIRT5 block 1 and ERp5 inh 3.
Screening CCCCN(CC(=O)NC1CCCC1)C(=O)C(=O)Nc1ccc2c(c1)OCCO2 returned miR122 inh 1, ARNT-TACC3 inh 20, C2C12 statin 4, Cneo AK release 5, SIRT5 block -3, esBAF inh 8 and ERp5 inh 0.
Screening CC(C)NC(=O)CCCc1cn(C)c2ccccc12 returned miR122 inh -4, ARNT-TACC3 inh -6, C2C12 statin 12, Cneo AK release 0, SIRT5 block 2, esBAF inh 1 and ERp5 inh -5.
Screening Nc1nc(SCC(=O)Nc2ccc(OC(F)(F)F)cc2)[nH]c(=O)c1NC(=O)c1ccc(Br)o1 returned miR122 inh 4, ARNT-TACC3 inh 12, Cneo AK release -1, SIRT5 block -3 and ERp5 inh 0.
`CCc1nc2ccc(C(=O)NCC3CCCCC3)cn2c1N(CCC(C)C)CCN(C)C` gave miR122 inh -10, C2C12 statin -31, Cneo AK release 11, SIRT5 block 1, esBAF inh -2 and ERp5 inh 2.
Screening CN1C(C(=O)NCc2cccs2)=CC(c2ccc(F)cc2)=NS1(=O)=O returned miR122 inh -1, ARNT-TACC3 inh 6, C2C12 statin 8, Cneo AK release -1, SIRT5 block -2, esBAF inh -6 and ERp5 inh 12.
For O=C(COC(=O)C1CCC1)NC(=O)c1ccccc1 the results were miR122 inh 5, ARNT-TACC3 inh -2, C2C12 statin 7, Cneo AK release -3, SIRT5 block -3, esBAF inh -2 and ERp5 inh 2.
CCN(CC(=O)Nc1ccc(OC)cc1)C(=O)c1ccc2[nH]c3c(c2c1)CC(C)CC3 (stereo not drawn) was read as ARNT-TACC3 inh 4, C2C12 statin -1, Cneo AK release 7, SIRT5 block -2, esBAF inh 9 and ERp5 inh -4.
For Cc1nnc(NC(=O)CSc2nccn2-c2cccc(C)c2C)s1 the results were miR122 inh 49, ARNT-TACC3 inh 3, C2C12 statin -18, Cneo AK release 1, SIRT5 block 3, esBAF inh -22 and ERp5 inh -5.
Screening CC(=O)N1c2ccc(S(=O)(=O)N3CCCCC3)cc2CC1C(=O)NCc1cccc(Cl)c1 (stereo not drawn) returned miR122 inh 8, ARNT-TACC3 inh -7, C2C12 statin 5, Cneo AK release -16, SIRT5 block -4, esBAF inh 2 and ERp5 inh -4.
Screening O=S1(=O)CC(N2CCN(CC3CC3)CC2)CN1Cc1ccccc1 (stereo not drawn) returned miR122 inh 0, C2C12 statin -6, Cneo AK release 0, SIRT5 block 3, esBAF inh -5 and ERp5 inh 3.
Screening CN1Cc2c(N)cccc2C(c2ccccc2)C1 (stereo not drawn) returned miR122 inh -7&-3, ARNT-TACC3 inh 6&4, C2C12 statin 10&-6, Cneo AK release 2&-2, SIRT5 block -1, esBAF inh 2&3 and ERp5 inh 5.
O=C(CSc1ccc2nnc(-c3cccnc3)n2n1)Nc1ccccc1C(F)(F)F was read as miR122 inh -4, ARNT-TACC3 inh 12, Cneo AK release 0, SIRT5 block -3 and ERp5 inh 5.
COc1cccc(/C=C2\N=C(c3c(-c4ccccc4)noc3C)OC2=O)c1OC was read as miR122 inh -3, ARNT-TACC3 inh 2, C2C12 statin 15, Cneo AK release 1, esBAF inh -5 and ERp5 inh 5.
For O=C(CCCOc1ccccc1)Nc1cccc(S(=O)(=O)N2CCOCC2)c1 the results were miR122 inh 6, ARNT-TACC3 inh -2, C2C12 statin -3, Cneo AK release 0, esBAF inh -1 and ERp5 inh -2.
`Cc1ccc(CN2CCN(Cc3cnc(N4CCOCC4)s3)CC2CCO)cc1` (stereo not drawn) gave miR122 inh 4, ARNT-TACC3 inh -4, C2C12 statin -6, SIRT5 block -3, esBAF inh 2 and ERp5 inh 7.
Screening O=C(COc1ccc(Cl)cc1[N+](=O)[O-])N/N=C/c1cccs1 returned ARNT-TACC3 inh 2, Cneo AK release 0, SIRT5 block -2 and ERp5 inh -2.
Screening CCC(=O)Nc1ccc2c(c1)C(=O)N(C)C[C@H](OC)[C@@H](C)CN(CCc1ccccc1)[C@H](C)CO2 returned miR122 inh -19[16.7 µM], ARNT-TACC3 inh 0, C2C12 statin -6, Cneo AK release -2, SIRT5 block 0, esBAF inh 6 and ERp5 inh -5.
Screening CC(C#Cc1c([C@@H](C)Oc2ccccc2)nnn1Cc1ccccc1)Oc1ccccc1 (stereo partly drawn) returned miR122 inh 6, ARNT-TACC3 inh -11, C2C12 statin -27, Cneo AK release 0, esBAF inh -16 and ERp5 inh -2.
`CC1(c2ccccc2)NC(=O)N(CC(=O)Nc2ccc([N+](=O)[O-])cc2)C1=O` (stereo not drawn) gave miR122 inh 1, ARNT-TACC3 inh 4, C2C12 statin 1, Cneo AK release 2, SIRT5 block -2, esBAF inh 0 and ERp5 inh -8.
Screening COc1cc(C(=O)COC(=O)c2c(C)noc2C)cc(OC)c1OC returned miR122 inh -8, ARNT-TACC3 inh 2, C2C12 statin 2, Cneo AK release 3, SIRT5 block 4, esBAF inh -2 and ERp5 inh 5.
Screening Fc1ccccc1-c1nc2ccccc2[nH]1 returned ARNT-TACC3 inh -8, SIRT5 block -1 and ERp5 inh 2.
For CN(CC(=O)Nc1cccnc1Cl)S(=O)(=O)c1ccc(Cl)cc1 the results were ARNT-TACC3 inh -1, Cneo AK release 3, SIRT5 block 2 and ERp5 inh 8.
COc1ccc(S(=O)(=O)Nc2ccc(Cl)cn2)cc1 was read as miR122 inh 33, ARNT-TACC3 inh -3, C2C12 statin -10, Cneo AK release 1, SIRT5 block -4, esBAF inh -16 and ERp5 inh -1.
COc1ccccc1NC(=O)COc1ccc(Br)cc1CO was read as miR122 inh -3, C2C12 statin 0, Cneo AK release 1 and esBAF inh 20.
For CCOC(=O)C1=C(COC(=O)C2CC(=O)N(c3ccc(CC)cc3)C2)NC(=O)NC1C (stereo not drawn) the results were miR122 inh -6, ARNT-TACC3 inh 1, C2C12 statin 7, Cneo AK release 3, SIRT5 block -5, esBAF inh 0 and ERp5 inh 2.
CC(C)(C)S(=O)N1Cc2cc(C(=O)NCCCN3CCOCC3)nc(-c3cccc(-c4cccc(F)c4)c3)c2[C@H]1CCO (stereo partly drawn) was read as ARNT-TACC3 inh 5, Cneo AK release 16, SIRT5 block -2, esBAF inh 1 and ERp5 inh 1.
